Screens from PubChem BioAssay.
HUVEC tox IL1B: HUVEC cytotoxicity counter-screen, IL-1B stimulated; HUVEC cell count loss, Hoechst imaging; cell count reduction, % at 2 µM; actives 0.41% (n = 94,000);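 active = cell count reduction more than 3 SD above the screen-wide mean, cut at about 70% in these data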;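 note: normalized per plate to untreated control cells as the no-loss baseline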
TNFa cytotox: HUVEC cytotoxicity counter-screen, TNF alpha stimulated; HUVEC TNFalpha-stimulated, Hoechst cell count, imaging; actives 0.17% (n = 93,000); cell count reduction, % at 2 µM; AID 848;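 active = cell count reduction exceeding the screen mean by over 5 SD, scaled to untreated wells per plate, cut at about 78% in these data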;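 note: cells counted after 24 h of TNF alpha exposure following the 1 h pretreatment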
ERb SRC1 inh: ER-beta (human) coactivator binding inhibition | Q92731 | TR-FRET ER-beta LBD / SRC1-Cy5 peptide binding; receptor agonist-loaded with 1 µM estradiol | inhibition, % at 25.6 µM | actives 1.3% (n = 86,000) | AID 633;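 active = compounds whose percent inhibition of the receptor-coactivator binding signal exceeds about 50% in the single-dose screen, limit read from the data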;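 note: 0% = receptor plus peptide wells without compound and 100% = peptide-only wells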
Target sequence (Q92731 whole entry, looked up, the tested form may be a part): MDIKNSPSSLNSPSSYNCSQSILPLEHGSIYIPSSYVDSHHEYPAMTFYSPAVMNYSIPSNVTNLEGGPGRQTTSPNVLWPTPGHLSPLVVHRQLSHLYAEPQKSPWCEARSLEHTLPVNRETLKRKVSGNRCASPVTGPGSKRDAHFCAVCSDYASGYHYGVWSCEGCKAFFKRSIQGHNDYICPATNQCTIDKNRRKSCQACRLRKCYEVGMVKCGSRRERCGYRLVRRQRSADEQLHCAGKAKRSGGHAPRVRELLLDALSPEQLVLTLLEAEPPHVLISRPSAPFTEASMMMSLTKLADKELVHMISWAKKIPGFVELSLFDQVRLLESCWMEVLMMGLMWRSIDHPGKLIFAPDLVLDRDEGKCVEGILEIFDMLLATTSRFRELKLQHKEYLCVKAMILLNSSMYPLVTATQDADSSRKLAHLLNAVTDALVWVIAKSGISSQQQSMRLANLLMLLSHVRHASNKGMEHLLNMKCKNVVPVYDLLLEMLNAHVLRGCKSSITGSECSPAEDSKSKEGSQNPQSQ
cytoskel mod: alters cytoskeleton assembly in HUVEC cells | HUVEC TNFa F-actin phalloidin imaging, high content | inhibition, % at 2 µM | actives 0.18% (n = 91,000) | AID 836;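 active = inhibition above the batch mean plus 3 SD and confirmed as a hit by visual image inspection, cut at about 30% in these data, passing the limit was not always enough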; note: strong numbers were not always called active
sEH act: increases human soluble epoxide hydrolase activity. activation, % at 2 µM. purified human sEH enzymatic activity, activator screen. actives 0.04% (n = 91,000); in the data active = activation above about 37%; note: values of inactives mirror those of a sister screen read the other way
Smad3 FoxH1 inh: Smad3 (human) transcription factor binding inhibition; P84022; TR-FRET Smad3/Dy647-FoxH1 peptide binding, europium anti-His; inhibition, % at 25 µM; actives 0.29% (n = 88,000);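 active = compounds that reduce the energy-transfer binding signal between the protein and its labelled peptide by more than half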;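 note: 0% = Smad3 plus labelled peptide maximal FRET and 100% = peptide-only background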
Target sequence (P84022 whole entry, looked up): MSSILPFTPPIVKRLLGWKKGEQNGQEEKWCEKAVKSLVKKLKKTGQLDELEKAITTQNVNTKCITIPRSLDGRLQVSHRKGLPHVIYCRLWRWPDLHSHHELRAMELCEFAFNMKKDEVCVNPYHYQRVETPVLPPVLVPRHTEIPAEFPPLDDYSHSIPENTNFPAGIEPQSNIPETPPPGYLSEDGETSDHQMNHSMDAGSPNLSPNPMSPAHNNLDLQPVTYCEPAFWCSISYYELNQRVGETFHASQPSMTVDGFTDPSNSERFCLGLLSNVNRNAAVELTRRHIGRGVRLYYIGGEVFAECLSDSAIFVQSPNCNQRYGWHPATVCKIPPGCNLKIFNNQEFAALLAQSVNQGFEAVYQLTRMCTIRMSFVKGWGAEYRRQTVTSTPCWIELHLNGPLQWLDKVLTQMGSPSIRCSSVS
sEH inhibitor: soluble epoxide hydrolase (human) inhibition; P34913; inhibition, % at 2 µM; AID 707; actives 0.34% (n = 91,000); recombinant human sEH enzymatic activity assay; in the data active = inhibition above about 80%; note: values of inactives mirror those of a sister screen read the other way; many of its hits are not listed in these tables
VCAM1 TNFa inh: reduces TNF alpha induced VCAM1 expression in HUVEC | HUVEC TNFa-induced VCAM-1 immunofluorescence, high-content imaging | actives 0.48% (n = 95,000) | inhibition, % at 2 µM;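 active = inhibition above the batch mean plus 3 SD, with images confirmed as a hit by eye, cut at about 37% in these data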;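 note: 0% = TNF-stimulated DMSO wells and 100% = unstimulated control wells; not every result past the cut was called active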
Candida biofilm: kills Candida albicans biofilms. AID 834. actives 0.14% (n = 85,000). C. albicans biofilm + clotrimazole, Alamar Blue. inhibition, % at 6 µM;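 active = inhibition above 20%; inactive = inhibition below 20%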;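 note: preformed 24 hr biofilms exposed to compound for 48 hr; 0% = biofilm without compound and 100% = blank killed by clotrimazole plus chlorhexidine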
Starred values were filed as active, the others as inactive; . = not tested or not shown; [ ] = dose if it differs, or a comment. The list is partial; rates above refer to the full screens.

SMILES	HUVEC tox IL1B	TNFa cytotox	ERb SRC1 inh	cytoskel mod	sEH act	Smad3 FoxH1 inh	sEH inhibitor	VCAM1 TNFa inh	Candida biofilm
CCOC(=O)c1ccc(N2C(=O)C3CC=C(C)CC3C2=O)cc1 (stereo unspecified)	-17	8	-3	7	-1	-1	1	2	5
O=C(CSc1nnnn1C1CCCC1)c1ccc2c(c1)OCCO2	-12	-45	-3	19	2	5	0	0	7
Cc1nc(NCCO)c(C#N)c2c1COC(C)(C)C2	-2	7	.	-7	-3	.	3	8	.
O=S(=O)(Nc1ccccc1Cl)c1ccc(F)cc1	-47	-4	-11	8	2	5	-2	18	11
CN(C)c1nc(Nc2ccccc2)nc(N(C)C)n1	-7	-26	.	6	8	.	-8	2	.
COc1cccc(CN2C(=O)CN(C3CCCCC3)C(=O)C2c2ccc(F)cc2)c1 (stereo unspecified)	-15	-42	0[fluorescence artefact?]	13	-15	-7	13	10	2
O=C(Nc1ccccc1N1CCCCC1)c1cccs1	0	6	-7	-13	-17	7	19	-18	7
O=C(OCC(F)(F)F)c1cccc(COc2ccc3ccccc3c2)c1	-8	-1	.	-12	-6	.	7	-26	.
COc1ccc(C2(O)CC3CCC(C2)N3c2nc(C)cc(C)c2C#N)cc1 (stereo unspecified)	-19	.	-8	10	2	9[fluorescence artefact?]	0	.	3
COc1ccc(-n2c(=O)c3c4c(sc3n(CC(=O)NCc3ccco3)c2=O)CCC4)c(OC)c1	10	1	14	15	-6	9	4	3	2
Cc1ccnc2nc(C(=O)Nc3cc(Cl)ccc3N3CCOCC3)nn12	-26	23	.	-5	-2	.	6	-29	.
O=C(Oc1ccccc1)Oc1ccc2c(c1)oc(=O)c1ccccc12	-29	-9	.	32	6	.	-5	6	.
O=C(/C=C/c1ccccc1)NNC(=O)C1CC1	12	-2	2	-5	10	8	-8	9	-3
FC(F)(F)c1cc(Cl)c2nc(-c3ccccc3)cn2c1	3	-7	.	.	11	.	-14	8	.
Cn1c(SCC(=O)Nc2cccc(O)c2)nnc1-c1ccc(S(=O)(=O)N2CCOCC2)cc1	-15	.	5	-5	-3	2	4	.	7
COc1ccc(NC(=O)C2CCCN2S(=O)(=O)c2ccc(F)cc2)cc1 (stereo unspecified)	-12	-17	-3	1	4	-6	-7	2	2
COc1ccccc1CNC(=O)c1ccc(NS(=O)(=O)c2c(C)noc2C)cc1	1	8	.	58	0	.	2	-5	.
c1ccc(C2OC3c4cccc5cccc(c45)C3N2c2ccccc2)cc1 (stereo unspecified)	-35	-8	-10	4	5	7	-6	4	2
Cc1csc(-c2cnn(-c3ccccc3)c2NC(=O)c2ccccc2)n1	-2	-9	-12	9	6	-1	-4	10	0
COc1ccc(OCCSc2nnc(C)n2-c2ccccc2)cc1	30	-15	-21[fluorescence artefact?]	29	5	6	-4	-1	5
O=C(O)C1CCCCC1C(=O)Nc1ccccn1 (stereo unspecified)	-1	3	-10	-1	6	11	-11	-4	7
Cc1nc(CNS(=O)(=O)c2ccc(Oc3ccccc3)cc2)cs1	-6	-17	-6	-17	-1	7	4	2	0
Cc1ccc([C@@H]2C3COCC=C3C(C#N)=C(N)C2(C#N)C#N)o1 (stereo partly specified)	10	-11	-3	-1	.	6	.	6	4
CCCSc1nnc(CSc2nc3nc(C)cc(C)n3n2)o1	-23	-16	.	1	4	.	-1	14	.
CCOC(=O)C1CCN(c2c(Nc3ccc4c(c3)OCCO4)c(=O)c2=O)CC1	20	7	-4	-7	0	8	0	6	3
O=C(CSCc1nc2ccccc2[nH]1)N1CCN(c2ccc(F)cc2)CC1	-14	14	-6	-53	2	7	1	9	10
CC(C)COCC1CC2(CC(C)C(=O)CC2=O)C(=O)O1 (stereo unspecified)	-7	20	4	23	-5	0	5	-31	-2
Cc1ccc(C)c(OCCCC(=O)Nc2nccs2)c1	19	-22	-7	5	4	0	-3	6	5
CCOC(=O)C1CCN(C(=O)COc2ccc(N(C)S(=O)(=O)c3cccs3)cc2)CC1	-31	-22	0	10	15	6	-16	-12	6
CCC(=O)Nc1ccc(C(=O)CSc2nnc(-c3ccc(O)cc3)n2CC2CCCO2)cc1OC (stereo unspecified)	1	2	-2	2	8	-1	-9	2	8
Cc1cc(C(=O)COC(=O)C2=NNC(=O)CC2)c(C)n1-c1ccccc1	4	1	-9	-22	-8	-21	8	8	8
CCCn1c(N)c(C(=O)CSc2nc3ccccc3n2CCC#N)c(=O)n(C)c1=O	-3	-3	-3[fluorescence artefact?]	22	9	14	-8	0	5
Nn1c(Cc2cccc3ccccc23)nnc1SC1CCOC1=O (stereo unspecified)	-25	-15	22[fluorescence artefact?]	-19	.	5	.	-17	3
O=C(Nc1ccccc1C(F)(F)F)c1cc(-c2ccc(O)cc2)on1	-18	-21	11	-5	-12	6	12	2	5
NC(=O)C1CCCN(C(=O)c2ccc(Cl)cc2)C1 (stereo unspecified)	4	8	-5	-12	-5	9	8	14	4
Cc1cc(N2CCCC2=O)cc(C)c1S(=O)(=O)NCCOc1ccc(C(C)(C)C)cc1	-33	-3	-6	-23	-2	4	2	5	5
Cc1ccc(C2(C(F)(F)F)N=C3Sc4cc(C)ccc4N3C(=O)N2)cc1 (stereo unspecified)	6	-9	-6	42	13	-7	-14	1	-3
Cc1noc(/C=C/c2ccco2)c1S(=O)(=O)N1CCC(C(=O)NC(C)c2ccccc2)CC1 (stereo unspecified)	-6	-16	1	8	-45	1	45	-6	7
Clc1ccc(OCCSCc2nc3ccccc3[nH]2)cc1	-10	6	.	-33	-2	.	3	10	.
O=C(NCc1ccccn1)c1cnc2sccn2c1=O	-13	-17	8	-16	.	5	.	11	10
Cc1cc(OCC(=O)NCCCN(C)C)cc(C)c1Br	-42	7	-12	.	-5	3	6	-15	3
Cc1cc2ccccn2c1C(=O)c1ccc(Cl)cc1	6	9	1[fluorescence artefact?]	-51	1	-13	-2	9	-4
CCOC(=O)C1=C(c2ccccc2)N=c2s/c(=C\c3cc(OC)c(OC)c(OC)c3)c(=O)n2C1c1cccs1 (stereo unspecified)	-5	.	.	0	0	.	2	-50	.
CCOC(=O)c1cccc(Nc2nc(C)cc(C)n2)c1	83*	-2	26	3	-2	7	3	-8	-3
CCCC(=O)Nc1sc(C)c(-c2ccc(C(C)CC)cc2)c1C#N (stereo unspecified)	-13	38	.	-11	26	.	-28	12	.
O=C(CN1C(=O)COc2ccccc21)N(Cc1cccnc1)Cc1cccc(F)c1	6	-5	0	6	-19	13	18	0	0
COc1ccc(-c2nnc(SCc3ccccc3F)o2)cc1	15	-1	-4	-20	4	12	-4	5	-5
Cc1cc(OCCCCCNCCO)ccc1Cl	-43	-2	-7	-5	-8	-6	6	2	11
C=CCNC(=S)NNC(=O)c1csc(C)c1CC	-2	-12	.	-7	6	.	-4	4	.
COc1ccc(N(CC(=O)NC(C)(C)C)C(=O)c2ccco2)cc1	4	-17	0	-48	5	9	-7	8	0
COC(=O)c1cc(Cl)c(NC(=O)c2ccco2)cc1OC	-2	-8	4	-20	-5	2	6	-7	6
O=C(Cc1cccc2ccccc12)Nc1ccc2oc(-c3ccccc3)nc2c1	37	20	-4	-13	-50	-5	50	-5	-6
CS(=O)(=O)N(CC(=O)N1CCN(c2ccccc2)CC1)Cc1ccc(Cl)cc1	-1	-3	-10	-8	-32	-8	34	12	0
Cn1ncc(C#N)c1NC(=O)C1CC(c2c(F)cccc2Cl)=NO1 (stereo unspecified)	-22	.	-3	.	8	-2	-10	.	7
Cc1ccc(C)c(C(=O)NCc2ccncc2)c1	-36	.	47	5	0	8	2	8	0
N#Cc1ccccc1Cn1c(=O)n(C2CCCC2)c(=O)c2ccccc21	.	-17	25[fluorescence artefact?]	4	-11	-11	8	20	8
Cc1ccccc1N(CC(=O)NCCSCc1ccco1)S(C)(=O)=O	-47	-43	5	17	-11	-8	13	-27	.
O=C(Oc1ccc2c(c1)OCO2)c1cccs1	-29	-45	2[fluorescence artefact?]	31	-4	2	4	12	5
COc1ccc(C(=O)N(Cc2ccco2)Cc2cc3cc(C)ccc3[nH]c2=O)cc1OC	15	-18	6[fluorescence artefact?]	-12	1	-28	-2	8	-3
O=C(Nc1ccc(F)cc1)c1nsc(Cl)c1Cl	-9	-28	-8	-1	-8	6	12	10	7

Sorted by molar mass (lowest first): some entries from above.
SMILES	HUVEC tox IL1B	TNFa cytotox	ERb SRC1 inh	cytoskel mod	sEH act	Smad3 FoxH1 inh	sEH inhibitor	VCAM1 TNFa inh	Candida biofilm
Cc1ccc(C)c(C(=O)NCc2ccncc2)c1	-36	.	47	5	0	8	2	8	0
O=C(O)C1CCCCC1C(=O)Nc1ccccn1 (stereo unspecified)	-1	3	-10	-1	6	11	-11	-4	7
Cc1nc(NCCO)c(C#N)c2c1COC(C)(C)C2	-2	7	.	-7	-3	.	3	8	.
CC(C)COCC1CC2(CC(C)C(=O)CC2=O)C(=O)O1 (stereo unspecified)	-7	20	4	23	-5	0	5	-31	-2
C=CCNC(=S)NNC(=O)c1csc(C)c1CC	-2	-12	.	-7	6	.	-4	4	.
FC(F)(F)c1cc(Cl)c2nc(-c3ccccc3)cn2c1	3	-7	.	.	11	.	-14	8	.
CCCC(=O)Nc1sc(C)c(-c2ccc(C(C)CC)cc2)c1C#N (stereo unspecified)	-13	38	.	-11	26	.	-28	12	.
COc1ccc(OCCSc2nnc(C)n2-c2ccccc2)cc1	30	-15	-21[fluorescence artefact?]	29	5	6	-4	-1	5
N#Cc1ccccc1Cn1c(=O)n(C2CCCC2)c(=O)c2ccccc21	.	-17	25[fluorescence artefact?]	4	-11	-11	8	20	8
c1ccc(C2OC3c4cccc5cccc(c45)C3N2c2ccccc2)cc1 (stereo unspecified)	-35	-8	-10	4	5	7	-6	4	2
Cc1csc(-c2cnn(-c3ccccc3)c2NC(=O)c2ccccc2)n1	-2	-9	-12	9	6	-1	-4	10	0
Cc1ccc(C2(C(F)(F)F)N=C3Sc4cc(C)ccc4N3C(=O)N2)cc1 (stereo unspecified)	6	-9	-6	42	13	-7	-14	1	-3
COc1ccc(NC(=O)C2CCCN2S(=O)(=O)c2ccc(F)cc2)cc1 (stereo unspecified)	-12	-17	-3	1	4	-6	-7	2	2
O=C(CN1C(=O)COc2ccccc21)N(Cc1cccnc1)Cc1cccc(F)c1	6	-5	0	6	-19	13	18	0	0
COc1cccc(CN2C(=O)CN(C3CCCCC3)C(=O)C2c2ccc(F)cc2)c1 (stereo unspecified)	-15	-42	0[fluorescence artefact?]	13	-15	-7	13	10	2
COc1ccccc1CNC(=O)c1ccc(NS(=O)(=O)c2c(C)noc2C)cc1	1	8	.	58	0	.	2	-5	.
